Source: PubChem BioAssay (several laboratories)
IDE inh – inhibits human insulin-degrading enzyme in HEK cells; P14735; FAbetaB cleavage, fluorescence polarization; inhibition, % at 5.59 µM; hit rate 0.41% among 320,000; AID 434962;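 active = percent inhibition above the average of all tested compounds plus 3 SD, set per screening campaign, cut at about 16% in these data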;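 also: IDE supplied by intact live HEK cells; FP after avidin binding of uncleaved biotin substrate so inhibition keeps polarization high; 0% = DMSO wells and 100% = 60 µM reference IDE inhibitor Ii1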
CRFR2-BP ag – CRF-BP/CRF-R2 complex agonism | activation, % at 13.2 µM | hit rate 0.46% among 350,000 | HEK293 CRF-R2/CRF-BP, calcium dye fluorescence (FLIPR); percent of saturating CRF peptide response | AID 588473;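 active = activation of at least 50%, plus an integration ratio under a set limit after plate pattern correction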;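 also: plate controls were neutral control wells without compound for no effect and CRF at EC100 for full effect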
MEKK3 PB1 HTS – raises or lowers MEK5 binding to the human MEKK3 PB1 domain; bead-based flow cytometry, Alexa488-MEK5 binding to MEKK3; actives lie on both sides; 0 = blocked by unlabeled MEK5, 100 = vehicle; binding response (% of control), % at 10 µM; AID 1529; Q99759; hit rate 1.4% among 290,000;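 active = binding response more than 3 SD above or below the average of its plate-row segment, actives on both sides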;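 also: Alexa488 bead fluorescence after subtracting the streptavidin-only scavenger bead signal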
Target sequence (Q99759 whole entry, looked up, the tested form may be a part): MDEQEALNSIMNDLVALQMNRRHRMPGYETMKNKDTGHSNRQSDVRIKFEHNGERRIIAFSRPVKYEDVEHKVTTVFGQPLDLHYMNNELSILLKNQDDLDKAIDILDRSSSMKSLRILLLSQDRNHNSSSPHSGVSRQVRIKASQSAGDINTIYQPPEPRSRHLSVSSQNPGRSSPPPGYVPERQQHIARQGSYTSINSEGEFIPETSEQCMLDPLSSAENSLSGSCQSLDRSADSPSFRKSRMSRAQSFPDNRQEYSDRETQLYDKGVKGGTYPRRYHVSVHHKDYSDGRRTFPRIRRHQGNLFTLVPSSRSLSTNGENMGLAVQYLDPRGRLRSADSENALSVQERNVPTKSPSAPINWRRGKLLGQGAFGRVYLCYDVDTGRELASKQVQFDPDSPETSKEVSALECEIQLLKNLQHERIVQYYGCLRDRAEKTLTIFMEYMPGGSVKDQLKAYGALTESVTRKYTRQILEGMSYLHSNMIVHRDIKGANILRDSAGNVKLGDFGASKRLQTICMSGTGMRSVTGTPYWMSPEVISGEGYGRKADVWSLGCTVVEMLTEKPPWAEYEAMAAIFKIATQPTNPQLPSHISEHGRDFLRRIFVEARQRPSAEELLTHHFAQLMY
IDE cell activ – activators of human insulin-degrading enzyme in cells | P14735 | HEK cells, FAbeta-B cleavage, fluorescence polarization; 0% vehicle, 100% cell-free pure enzyme wells | activation, % at 5.96 µM | hit rate 0.073% among 340,000 | AID 493087;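 active = activation above the mean of all tested compounds plus 3 SD, set per screening campaign, cut at about 17% in these data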
GalR3 antagonist – antagonists of human GalR3; O60755; HEK293 GalR3-CNG cAMP membrane potential fluorescence; galR3 body fused to GalR1 C-terminus; inhibition, % at 3 µM; hit rate 0.44% among 360,000;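 active = inhibition above the screen-wide average plus 3 SD, cut at about 13% in these data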;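 also: forskolin and galanin both at EC90 stimulate the cells; cAMP rise reported by CNG channel membrane potential dye signal; 0% = forskolin plus galanin with DMSO and 100% = forskolin alone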
PHOSPHO1 block – blocks human PHOSPHO1 phosphatase activity | Q8TCT1 | recombinant PHOSPHO1, absorbance phosphatase assay | hit rate 1.1% among 290,000 | AID 1565 | inhibition, % at 13.3 µM; in the data active = inhibition above about 60%
Target sequence (Q8TCT1 whole entry, looked up): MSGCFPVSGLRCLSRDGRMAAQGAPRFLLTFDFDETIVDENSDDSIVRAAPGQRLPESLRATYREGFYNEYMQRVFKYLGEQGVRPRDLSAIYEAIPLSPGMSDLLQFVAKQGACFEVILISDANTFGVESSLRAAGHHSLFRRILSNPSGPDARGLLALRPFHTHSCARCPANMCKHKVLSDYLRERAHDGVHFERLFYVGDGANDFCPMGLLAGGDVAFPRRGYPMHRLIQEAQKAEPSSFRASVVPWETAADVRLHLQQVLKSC
CHRM4 PAM – potentiates acetylcholine response at human M4 receptor; P08173; CHO-K1 hM4/Gqi5, Fluo-8 calcium fluorescence, ACh EC20; 0% = ACh EC20, 100% = maximal ACh; activation, % at 3 µM; hit rate 0.4% among 360,000; AID 624126;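 active = activation above its plate's cutoff, the mean activation of sample wells plus 3 SD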; also: some results filed as inactive read as strong as hits
pCIP destab – lowers stability of the mouse p/CIP coactivator protein. Q05BA5. F442A p/CIP-EGFP cells, EGFP fluorescence, 16 h. decrease of EGFP signal, % at 10 µM. hit rate 0.01% among 290,000;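 active = EGFP signal decrease of at least 30% at 10 µM or well 3 SD below plate mean, unless failing retest; inactive = the rest, including hits failing retest or dose response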; also: some compounds called inactive have numbers as strong as hits; many of its hits are not listed in these tables
CRFR2-BP antag – blocks CRF-induced signaling of the CRF-BP/CRF-R2 complex | HEK293 CRF-R2/CRF-BP, CRF-induced calcium fluorescence | inhibition, % at 11.8 µM | hit rate 0.59% among 350,000 | AID 588475;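 active = inhibition of the ligand-induced calcium signal above about 50% at the single tested concentration, limit read from the data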
Starred values were filed as active, the others as inactive; . = not tested or not shown; & = joins results of further samples.

SMILES	IDE inh	CRFR2-BP ag	MEKK3 PB1 HTS	IDE cell activ	GalR3 antagonist	PHOSPHO1 block	CHRM4 PAM	pCIP destab	CRFR2-BP antag
CN1CCN(C(=O)CCNC(=O)Cn2ccc3ccccc3c2=O)CC1	0	1.6	84	9	-4	0	7	-4	-11
CC(Nc1n[nH]c(=S)[nH]c1=O)C(=O)OCc1ccccc1 (stereo unspecified)	-3	-0.4	97	7	-4	48	6	-7	4
COCCn1c(C)cc(C(=O)CSc2nc3ccccc3s2)c1C	11	0.3	84	-1	-10	7	-13	-11	30
O=C(CSc1nc2ccccc2n1-c1ccccc1)NCC1CCCO1 (stereo unspecified)	0	-4.4	102	5	5	22	11	-19	0
CC(=O)[C@@H]1[C@@H]2C(=O)N(C3CCCCC3)C(=O)[C@@H]2C2c3ccccc3C=CN21 (stereo partly specified)	8	.	108	.	.	34	.	-13	.
C/C(N)=C(/C#N)C(=O)COC(=O)C1Cc2ccccc2CN1S(C)(=O)=O (stereo unspecified)	-2	2.0&1.4	98	7&-4	-3&-2	7	1&-3	6	4&-11
O=c1ccc2ccccc2n1Cc1cccc(F)c1	-2	-0.3	106	1	-8	.	-3	-6	-10
O=C(CNC(=O)c1ccco1)OCN1C(=O)c2ccccc2C1=O	0	3.7	98	0	-5	13	-2	-1	3
Cc1cc(=O)[nH]c(N/N=C/c2cccs2)n1	0	-1.2	107	2	-8	-2	3	0	-6
CCC(C)c1ccc(N(C(=O)c2ccco2)C(C(=O)NC2CCCC2)c2cccnc2)cc1 (stereo unspecified)	2	-0.7	99	-1	-11	4	-2	-8	-12
Cc1cc(C(=O)NC(C)Cc2ccccc2)cc(C)c1[N+](=O)[O-] (stereo unspecified)	-3	-2.5	96	.	4	51	6	-9	-19
CC(=O)c1cn(CC(=O)NCc2ccco2)c2ccccc12	3	0.1	92	3	0	33	-2	-7	1
O=C1CC(c2cccc(O)c2)Oc2ccccc21 (stereo unspecified)	8	0.7	.	2	-4	.	3	.	3
CCOC(=O)C1(S(=O)(=O)c2ccc(Cl)cc2)CCN(Cc2ccccc2)CC1	4	-0.2	84	-4	-8	43	3	-4	-12
Cc1ccc(SCC(=O)Nc2nnc(C(C)(C)C)s2)cc1	6	1.5	102	0	-1	8	-6	-10	-3
Cc1cccc(N2CSC3=C(C#N)C(c4ccc(C)o4)CC(=O)N3C2)c1 (stereo unspecified)	0	.	103	.	.	76*	.	-15	.
Cc1csc(=O)n1CC(=O)OCC(=O)Nc1cc(Cl)ccc1[N+](=O)[O-]	0	-0.8	97	3	-1	21	11	8	5
O=C(Nc1cccc(S(=O)(=O)N2CCCCC2)c1)C1CCCN1S(=O)(=O)c1ccccc1F (stereo unspecified)	-3	0.8	.	2	6	.	-6	.	-7
Cc1cccc(/C=N/NC(=O)c2ccc(NC(=O)c3ccc(Cl)cc3)cc2)n1	6	1.3	97	-3	-9	12	-3	9	18
Cc1cccc(N=Cc2ccccc2O)c1C	.	-1.5	.	.	-4	.	3	.	41
O=C(/C=C/c1ccccc1)OCc1cnc(Cl)s1	-2	-1.3	105	5	-3	38	6	-15	5
O=C(Nc1nnc(C2CC2)s1)c1cc(S(=O)(=O)N2CCN(c3ccccc3)CC2)ccc1Cl	2	0.5	89	9	-3	-41	22	-6	5
Cc1ccc(NC2=NC(c3ccc(F)cc3)n3c(nc(C)cc3=O)N2)c(C)c1 (stereo unspecified)	-2	-1.3	88	3	-7	4	3	-8	-2
C/C(CC(=O)Nc1ccc(N(C)C)cc1)=N\NC(=O)Cc1csc(N)n1	1	-0.3	99	6	-5	10	9	-20	8
O=C(c1cc(=O)[nH]c2ccccc12)N1CCN(S(=O)(=O)c2ccc3ccccc3c2)CC1	0	0.1	99	0	-6	18	-4	-6	-3

Next part
SMILES	IDE inh	CRFR2-BP ag	MEKK3 PB1 HTS	IDE cell activ	GalR3 antagonist	PHOSPHO1 block	CHRM4 PAM	pCIP destab	CRFR2-BP antag
CC(=O)C1=C(C)NC2=C(C(=O)CC(C)(C)C2)C1C (stereo unspecified)	1	-1.5	115	3	-5	32	-2	13	-11
CSc1cccc(NC(=O)c2nnn(Cc3ccccc3)c2N)c1	1	0.6	101	4	-6	-10	-1	4	-3
CC(C)[C@H](NC(=O)c1ccccc1F)C(=O)NC1CCCCC1	2	-0.4	.	4	-5	.	4	.	4
NS(=O)(=O)c1ccc(CCNC(=O)c2ccc3c(c2)OCCO3)cc1	0	0.4	100	-6	-6	-15	-7	-10	12
O=C(NCCCO)C(=O)Nc1cc2c3c(c1)CCN3C(=O)CC2	2	-0.8	91	7	0	30	-1	5	78*
CC(OC(=O)c1cc(=O)c2ccccc2o1)C(=O)c1ccccc1 (stereo unspecified)	0	-0.6	.	-1	-4	.	6	.	1
O=S(=O)(NCC(Nc1ccccc1)c1ccccc1)c1ccc(Cl)cc1 (stereo unspecified)	0	4.3	101	3	-1	-16	-18	-3	9
CC(C)(C)n1nc2c(c1NC(=O)c1cccc(Cl)c1)CS(=O)(=O)C2	5	1.5	98	5	1	65*	-4	3	-10
O=S(=O)(c1ccccc1Br)N1CCN(c2ncccn2)CC1	7	-0.6	103	0	-6	13	-2	1	-2
O=C1N=C(N2CCOCC2)S/C1=C\c1ccc(-c2ccccc2Cl)o1	1	1.9	102	-1	-2	-4	-11	-14	-27
CCCCn1nnc(NC(=O)c2ccc(-c3ccccc3)cc2)n1	18*	1.3	88	-12	-5	17	5	-13	-12
O=C(CSc1nnc2ccc(-c3ccccn3)nn12)Nc1ccccc1	6	-1.5	.	0	2	.	1	.	3
CCCCC(=O)Nc1nnc(CCc2ccccc2)s1	-3	-1.0	108	3	-4	24	-3	-4	-24
CC(OC(=O)c1ccc(Cl)nc1)C(=O)NC(C)(C)C (stereo unspecified)	0	-2.5	89	7	-6	49	-3	9	9
COc1cccc(NC(=O)CN(C)C(=O)c2ccc(N3CCOCC3)c([N+](=O)[O-])c2)c1	3	-1.5	.	8	-1	.	3	.	-5
CC12C(=O)N(Cc3ccco3)C(=O)C1C1c3ccccc3C2c2ccccc21 (stereo unspecified)	4	-1.1	100	2	-4	3	-3	-12	13
CCOC(=O)C1CCN(C(=O)c2ccc3c(c2)NC(=O)/C(=C\c2ccc(C)cc2)S3)CC1	1	-0.8	100	-5	-5	70*	0	-6	2
COc1ccc(CN(C)CC(=O)Nc2ccccc2C(=O)NC2CC2)cc1F	5	0.8	.	1	-3	.	0	.	4
c1ccc2c(c1)CCCN2Cc1nnnn1C1CCCC1	8	2.1	105	6	-3	1	-6	0	-13
Cc1ccc(/C(O)=C2/C(=O)C(=O)N(c3ccccn3)C2c2cccc([N+](=O)[O-])c2)cc1 (stereo unspecified)	-4	0.0	99	2	-7	-6	4	10	45
O=C(Cc1ccccc1)NCc1n[nH]c(=S)n1-c1ccc(Br)cc1	1	1.1	101	-5	-6	-26	2	5	-8
Cc1cccc(NC(=O)c2sc3nc(-c4ccc(F)cc4)cn3c2C)n1	7	4.7	97	-18	-1	55	-7	-2	9
COC(=O)c1ccc(COc2ccc(C)c(C)c2)o1	3	-0.5	102	4	-8	11	6	5	1
O=C(Nc1cccc(O)c1)c1cc2nc(-c3ccccc3)cc(-c3ccccc3)n2n1	2	3.8	99	-1	5	-7	-15	-5	-24
Cc1ccccc1NC(=O)C1(NC(=O)c2cccc(N3C(=O)CSC3c3ccccc3)c2)CCCCC1 (stereo unspecified)	1	-0.6	122*	6	-4	-36	-5	-14	-21
O=C(OCc1csc(Nc2ccccc2)n1)c1ccc(Cl)cc1	-3	1.8	101	4	-6	-6	-9	-6	-29
CC(SCc1nc2sc3c(c2c(=O)[nH]1)CCCC3)C(=O)Nc1ccccn1 (stereo unspecified)	3	3.4	.	0	-1	.	-2	.	-9
Cc1c(Nc2cc(N3CCCC(C)C3)c3nonc3c2[N+](=O)[O-])c(=O)n(-c2ccccc2)n1C (stereo unspecified)	3	-4.4	.	4	2	-5	1	-17	-13
C[C@H](CO)N1C[C@H](C)[C@@H](CN(C)C(=O)Oc2ccccc2)OCc2cn(nn2)CCCC1=O	.	-1.6	.	.	-2	.	9	.	11

Looked up above.
O=C(Cc1ccccc1)NCc1n[nH]c(=S)n1-c1ccc(Br)cc1 – CRFR2-BP antag: -8
Cc1ccccc1NC(=O)C1(NC(=O)c2cccc(N3C(=O)CSC3c3ccccc3)c2)CCCCC1 (stereo unspecified) – CRFR2-BP antag: -21
Cc1c(Nc2cc(N3CCCC(C)C3)c3nonc3c2[N+](=O)[O-])c(=O)n(-c2ccccc2)n1C (stereo unspecified) – CRFR2-BP ag: -4.4

Seven compounds drawn at random from the list so far:
SMILES	IDE inh	CRFR2-BP ag	MEKK3 PB1 HTS	IDE cell activ	GalR3 antagonist	PHOSPHO1 block	CHRM4 PAM	pCIP destab	CRFR2-BP antag
CCCCC(=O)Nc1nnc(CCc2ccccc2)s1	-3	-1.0	108	3	-4	24	-3	-4	-24
O=C(OCc1csc(Nc2ccccc2)n1)c1ccc(Cl)cc1	-3	1.8	101	4	-6	-6	-9	-6	-29
C[C@H](CO)N1C[C@H](C)[C@@H](CN(C)C(=O)Oc2ccccc2)OCc2cn(nn2)CCCC1=O	.	-1.6	.	.	-2	.	9	.	11
CSc1cccc(NC(=O)c2nnn(Cc3ccccc3)c2N)c1	1	0.6	101	4	-6	-10	-1	4	-3
O=S(=O)(NCC(Nc1ccccc1)c1ccccc1)c1ccc(Cl)cc1 (stereo unspecified)	0	4.3	101	3	-1	-16	-18	-3	9
O=C(Nc1cccc(O)c1)c1cc2nc(-c3ccccc3)cc(-c3ccccc3)n2n1	2	3.8	99	-1	5	-7	-15	-5	-24
CC(OC(=O)c1cc(=O)c2ccccc2o1)C(=O)c1ccccc1 (stereo unspecified)	0	-0.6	.	-1	-4	.	6	.	1
